GAA glycogen: inhibitors or activators of human alpha-glucosidase glycogen cleavage | recombinant GAA, glycogen substrate, Amplex Red glucose oxidase fluorescence | Potency, µM (highest dose often 76.4 µM), for inactives: at the top dose activity change, negative = inhibition, usual class: inhibitors | 0.38% of 300,000 active;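 note: 0% = full enzyme reaction and -100% = no-enzyme basal signal; the screen sought inhibitors and activators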
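Natural-substrate format: glycogen cleavage by 4 nM human enzyme, glucose read by Amplex Red coupling (Ex 573, Em 610 nm). Normalized to enzyme and no-enzyme controls.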
HttQ103 aggreg: mutant huntingtin aggregation inhibition | 1.1% of 220,000 active | PC12 HttQ103-GFP aggregates, Acumen cytometry, 40 h | AID 1688 | Potency, µM (top dose mostly 46.1 µM), without a hit: at the top dose activity change, negative = inhibition, usual class: inhibitors; note: % is set by controls: 0 for no effect and ±100 for the full control effect; nearly all actives have a fitted effect of over 60% in size
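Inducible Q103 Huntingtin exon 1–GFP PC12 line, 1500 cells/well in phenol red free DMEM with 5% equine and 5% calf serum. Tebufenozide 100 nM induced expression; compounds titrated; aggregates quantified by cytometry.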
aGlu spleen mod: inhibits or activates alpha-glucosidase in human spleen homogenate; 0.006% of 240,000 active; P10253; Potency, µM (top dose mostly 79.9 µM), without a hit: top-dose activity change, negative = inhibition, actives largely listed as inhibitors; human spleen homogenate, 4-MU-alpha-glucoside fluorescence; AID 2112;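 note: 0% = enzyme with vehicle and -100% = no enzyme basal signal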
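Human spleen homogenate (1 ug) incubated with compounds and 1 mM 4-methylumbelliferyl-alpha-D-glucopyranoside in pH 5.0 citrate/phosphate buffer, 37 C, 40 min. Stopped at pH 10; 4-MU fluorescence (Ex 365/Em 440 nm); AC50 by Hill fit.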
GAA inhib: inhibitors of human lysosomal alpha-glucosidase. P10253. purified human GAA, 4-MU-alpha-glucoside fluorescence. Potency, µM (highest dose often 76.9 µM), for inactives: top-dose activity change, negative = inhibition, hits mostly inhibitors. 0.005% of 200,000 active. AID 1466;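 note: plate controls were uninhibited enzyme wells for no effect and no-enzyme background for full effect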
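Human enzyme at 4 nM with 400 uM 4-methylumbelliferyl-alpha-D-pyranoside, citrate/phosphate buffer pH 5.0, 0.005% Tween-20, 20 min at room temperature. Compounds up to 77 uM. 4-MU fluorescence (Ex 365/Em 440) read after NaOH/glycine stop; AC50 from Hill fit.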
HTT ATP protect: cytoprotection in Huntington HTT-Q103 PC12 cell model; PC12 HTT-Q103 induced, cytoprotection, ATP luminescence, 40 h; Potency, µM (highest dose often 56.4 µM), for the others: cytoprotection (ATP increase), most hits filed as activators; 0.14% of 230,000 active; AID 1471;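 note: % of control where 0% means no effect; nearly all actives have a fitted effect of over 45% in size; toxic huntingtin expression switched on by the ecdysone agonist tebufenozide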
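Huntington model: PC12 line, ecdysone-inducible HTTQ103 exon1–GFP, tebufenozide 100 nM. Test articles in a dose series. Endpoint luminescence from cellular ATP.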
IMPase Li cell: cell-permeable IMPase inhibitors with lithium potentiation. CHO-M1 cells, IP1 TR-FRET (IP-One), carbachol + lithium. Potency, µM (series often up to 59.4 µM), without a hit: top-dose activity, negative = IMPase inhibition, usual class: inhibitors. 0.35% of 210,000 active. AID 1457;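 note: IP1 builds up when IMPase is blocked and the TR-FRET signal falls; plate controls were basal vehicle for no effect and high inhibitor control for full effect; nearly all actives have a fitted effect of over 50% in size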
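Test compounds were applied to CHO-M1 cells previously cultured for 16–30 h at 2000 per well. A small lithium amount accompanied them; after 30 min at 37C, IP1 was quantified by TR-FRET.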
GoLoco inh red: RGS12 GoLoco-Gai1 interaction inhibition; P63096; Gai1:RGS12 GoLoco peptide FP, rhodamine, 10 min; Potency, µM (top dose mostly 61.6 µM), inactives show at the highest dose activity, negative = inhibition, usual class: inhibitors; 0.44% of 230,000 active; AID 880; active = well fitted inhibition curve with a large enough effect, not every such curve was filed as active; inactive = no such curve, though single readings can be large or run the other way; note: % is set by controls: 0 for no effect and ±100 for the full control effect; nearly all actives have a fitted effect of over 30% in size; many of its hits are not listed in these tables
Target sequence (P63096 whole entry, looked up): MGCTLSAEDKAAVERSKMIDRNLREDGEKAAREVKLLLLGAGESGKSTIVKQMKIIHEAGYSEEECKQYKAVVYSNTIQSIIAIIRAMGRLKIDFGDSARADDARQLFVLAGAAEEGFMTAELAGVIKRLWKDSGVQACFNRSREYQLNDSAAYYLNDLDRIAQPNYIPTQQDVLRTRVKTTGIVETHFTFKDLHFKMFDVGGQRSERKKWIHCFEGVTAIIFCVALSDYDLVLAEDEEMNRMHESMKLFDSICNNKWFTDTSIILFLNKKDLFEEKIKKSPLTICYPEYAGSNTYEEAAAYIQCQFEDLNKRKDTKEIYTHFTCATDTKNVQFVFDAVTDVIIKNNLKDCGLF
Active calls of the source: *; ? = inconclusive; / = not tested or not shown; & = joins results of further samples; [ ] = dose if it differs, or a comment. Unless noted, calls come from the whole dose curve; as a rule, active = well fitted curve in the direction sought with a large enough effect; inconclusive = small, poorly fitted or top-dose-only effect, or another doubt; inactive = no such curve, though single readings can be large; an effect the other way counts as inactive or inconclusive. Potency is the fitted concentration of half-maximal effect.

Start of the listing, in advance (two entries):
SMILES | GAA glycogen | HttQ103 aggreg | aGlu spleen mod | GAA inhib | HTT ATP protect | IMPase Li cell | GoLoco inh red
O=C(Cn1c(C(F)(F)F)nc2ccccc21)OCC(=O)c1c[nH]c2ccccc12 | 0% | -2% | -9% | -1% | 5%[10 µM] | / | /
CCCCC1=CC2=C(c3ccco3)C(=O)C(C)(OC(=O)c3ccc(OC)cc3)C(=O)C2=CN1CCOC (configuration not stated) | 3% | 4%[9.22 µM] | 7%[17.4 µM] | / | 0%&-3%[10 µM] | -19% | -3%[14.2 µM]

The whole of this part, repeating the preview:
SMILES | GAA glycogen | HttQ103 aggreg | aGlu spleen mod | GAA inhib | HTT ATP protect | IMPase Li cell | GoLoco inh red
O=C(Cn1c(C(F)(F)F)nc2ccccc21)OCC(=O)c1c[nH]c2ccccc12 | 0% | -2% | -9% | -1% | 5%[10 µM] | / | /
CCCCC1=CC2=C(c3ccco3)C(=O)C(C)(OC(=O)c3ccc(OC)cc3)C(=O)C2=CN1CCOC (configuration not stated) | 3% | 4%[9.22 µM] | 7%[17.4 µM] | / | 0%&-3%[10 µM] | -19% | -3%[14.2 µM]
Cc1ccc(NC(=O)COC(=O)CN2C(=O)C3CCCCC3C2=O)cc1S(=O)(=O)N1CCOCC1 (configuration not stated) | -2% | 7% | 5% | ? | -6%[10 µM] | -5% | -2%
C[C@@H]1C(c2ccc(F)cc2)=NN(c2ccc(Br)cc2)[C@H]1C(=O)N1CCOC1=O | / | / | 14% | / | -34%[inhibitor] | 1% | 7%
COc1cc(CNCc2cccnc2)ccc1OCc1ccccc1 | 9% | 4% | -2% | -11% | -19% | 14% | -9%
O=C(c1cc2ccccc2o1)N1CCCCCC1 | 7% | -20% | -7% | 12% | -3%[10 µM] | 25% | -2%
CCC1CCC/C1=N\NC(=O)c1cc(C)[nH]n1 (configuration not stated) | -11% | 1% | -7% | 10% | -2% | 15%[38.3 µM] | 1%
O=C(NCc1cccnc1)C(=O)NC1CCCCC1 | -7% | -2%[9.22 µM] | -4% | 5% | -10%[10 µM] | 2% | -2%
Cn1c(CN2CCCCC2)nc2cc(NS(=O)(=O)c3ccc(Cl)cc3)ccc21 | 6% | 31% | 0% | -5% | 26% | 26%[38.3 µM] | 8%
COc1ccc(C(N)CCc2ccco2)cc1 (configuration not stated) | 7% | 9% | 10% | 3% | -19% | 11%[38.3 µM] | 91%[activator]
Nc1ccc(Nc2ccccc2N)cc1 | 10% | -10% | 4% | 1% | -21%[10 µM] | 42%[activator] | 90%[activator]
Cc1cc2c(cc1C)NC(=O)CC(C(F)(F)C(F)(F)C(F)(F)F)=N2 | -5% | 0% | -2% | 2% | -4%[10 µM] | -5% | 16%
Cc1c(NC(=S)NC(NC(=O)C(C)C)C(Cl)(Cl)Cl)c(=O)n(-c2ccccc2)n1C (configuration not stated) | 7% | -5% | 3% | -5% | / | -12% | 2%
COc1cccc(N(CC(=O)N2CCN(C)CC2)S(=O)(=O)c2ccccc2)c1 | 1% | -1% | -15% | 4% | 14%[10 µM] | 17%[38.3 µM] | 7%
Fc1ccc(-c2ccnc(=S)[nH]2)cc1 | -27% | 12% | 1% | 2% | 19%[10 µM] | -9% | 4%
Cc1nn(-c2ccccc2)c(=O)c2noc(C)c12 | 3% | 4%[9.22 µM] | -3% | -4%[15.4 µM] | -5%[10 µM] | / | -4%
CCOC(=O)c1c(NC(=O)C(F)(OC)C(F)(F)F)sc2c1CCN(C)C2 (configuration not stated) | 6% | -8% | -10% | 4% | -30% | -10%[38.3 µM] | 41%[activator]
CC(=O)c1ccc(S(=O)(=O)N2CCN(C(=O)/C=C/c3ccc4ccccc4n3)CC2)cc1 | 3% | -24%[9.22 µM] | 2% | / | -1%[10 µM] | / | 17%
Cc1ccc2c(c1)NC(=O)C(CC(=O)NCCCN1CCCC1)O2 (configuration not stated) | 8% | 8% | 1% | ? | -1% | 16%[38.3 µM] | 0%
Cc1ccc(OCc2ccc(C(=O)NCc3cccnc3)cc2)cc1C | 11% | 15%[9.22 µM] | -2% | 3% | -27%[1.9 µM] | 15% | -8%

Some of the entries above, reformatted:
Values run as follows: GAA glycogen, HttQ103 aggreg, aGlu spleen mod, GAA inhib, HTT ATP protect, IMPase Li cell, GoLoco inh red
CCOC(=O)c1c(NC(=O)C(F)(OC)C(F)(F)F)sc2c1CCN(C)C2 (configuration not stated)
→ 6%, -8%, -10%, 4%, -30%, -10%[38.3 µM], 41%[activator]
CC(=O)c1ccc(S(=O)(=O)N2CCN(C(=O)/C=C/c3ccc4ccccc4n3)CC2)cc1
→ 3%, -24%[9.22 µM], 2%, /, -1%[10 µM], /, 17%
Cc1ccc2c(c1)NC(=O)C(CC(=O)NCCCN1CCCC1)O2 (configuration not stated)
→ 8%, 8%, 1%, ?, -1%, 16%[38.3 µM], 0%

Next compounds:
SMILES | GAA glycogen | HttQ103 aggreg | aGlu spleen mod | GAA inhib | HTT ATP protect | IMPase Li cell | GoLoco inh red
COCCCNC(=O)CS(=O)(=O)Cc1nc(-c2ccccc2C)oc1C | 1% | 0% | -9% | -15% | -5%[10 µM] | 19%[38.3 µM] | 5%
COc1cc(CNc2ccc(O)cc2)cc(Br)c1OCc1ccccc1F | ? | 11% | -4% | -4% | -37%[10 µM] | 17% | -27%
CC(C)(C)CC(C)(C)NC(=S)Nc1ccc(S(=O)(=O)N2CCOCC2)cc1 | 5% | ? | -4% | -2% | 14%[10 µM] | 23% | 4%
C=CCn1c(C)cc(-c2csc(NC)n2)c1C | -1% | -19% | -21% | 1% | -3% | 27% | 107%[activator]
CN(C(=O)COC(=O)CCc1nc2ccccc2c(=O)[nH]1)C1CCS(=O)(=O)C1 (configuration not stated) | 6% | -8% | -16% | 0% | -22% | 1% | -1%
NC1=Nc2cccc3cccc1c23 | -2% | ? | -3% | 3% | -77%[inhibitor] | -3% | 20µM*
O=c1c2ccccc2nc(-c2ccccc2)n1/N=C/c1ccc([N+](=O)[O-])cc1 | 13% | -8% | -3% | 4% | 9%[10 µM] | 8% | 3%
Cc1nn(C)c(Oc2cccc(Cl)c2)c1C#N | 0% | -19% | / | -3% | -43% | 3% | 3%
CN1C(=O)N(C)C2(CC1(C)C)CC(C)(C)N(C)C(=O)N2C | 10% | -4%[9.22 µM] | 1% | -8% | 0% | -4%[38.3 µM] | 1%
COc1ccc(CCn2c(N3CCN(Cc4ccccc4)CC3)nc3c2c(=O)[nH]c(=O)n3C)cc1 | 11% | ? | -5% | 1% | -15% | -16%[38.3 µM] | 1%
Cc1ncc(CO)c(/C=N/NC(=S)Nc2ccc(Cl)c(Cl)c2)c1O | 21% | ? | 10% | ? | -121%[inhibitor] | 4% | 25%
NC(=S)NNC(=O)Nc1ccc(Cl)c(Cl)c1 | -3% | 9% | 0% | -2% | 3%[10 µM] | 0% | 15%
COC(=O)c1c(-c2cccc(C)c2)csc1NC(=O)C1CCCO1 (configuration not stated) | -15% | -19% | -20% | 0% | ? | 17% | 16%
O=C(NCC1CCCO1)C(=O)NCC(c1ccco1)N1CCN(c2ccc(F)cc2)CC1 (configuration not stated) | -3% | -13% | 5% | 0% | 13%[10 µM] | 3% | 1%
COc1ccc(Nc2nc(N)nc(CN(C)C3CCCCC3)n2)cc1 | 8% | 8% | -5% | -5% | -23% | 0%[38.3 µM] | -6%
Cc1c(NC(=O)c2cc(-c3ccccc3)on2)c(=O)n(-c2ccccc2)n1C | -2% | 8% | 1% | -14% | 1% | 21%[38.3 µM] | 3%
Cc1csc(=NC(=O)c2ccccc2)n1C | 3% | -9% | -13% | -10% | 7%[10 µM] | 4% | 5%
CC(C)NC(=S)N/N=C/C1=CCC2CC1C2(C)C (configuration not stated) | -2% | 16% | -1% | -5% | 27%[10 µM] | 14% | 8%
CC(=O)c1c(C)[nH]c(C(=O)N2c3ccccc3CC2C)c1C (configuration not stated) | 7% | 13% | -3% | -10%[15.4 µM] | -11% | 14%[38.3 µM] | -3%
Oc1ccccc1-c1cc(C(F)(F)F)nc(-c2ccccc2)n1 | -7% | -3% | -23% | 6% | 12% | 6% | 9%

The list goes on.
SMILES | GAA glycogen | HttQ103 aggreg | aGlu spleen mod | GAA inhib | HTT ATP protect | IMPase Li cell | GoLoco inh red
CN1CCN(C(=O)c2c(O)c3cccc4c3n(c2=O)CC4)CC1 | -13% | -17%[9.22 µM] | 0% | -6% | 1% | 3%[38.3 µM] | -12%
CCc1cc(C(N)=S)ccn1 | 4% | -7% | -6% | -6%[15.4 µM] | ? | -5%&0%&1% | 25%
Cc1[nH]c2ccc(-c3nnc(SCC(=O)NCc4ccco4)n3Cc3ccccc3)cc2c1C | 5% | -1%[9.22 µM] | -4% | -13% | -26% | 12%[38.3 µM] | 9%
Cc1ccccc1NC(=S)N(CCN1CCCCCC1)Cc1cccs1 | 3% | 7% | 4% | -2% | -10% | 16% | 0%
CCOc1ccc(C=O)cc1CN1CCCCC1 | 6% | -13% | -3% | -3% | 20% | 30%[38.3 µM] | 7%
CCc1nnc(NS(=O)(=O)c2ccc(N=Cc3c(C)[nH]n(-c4cccc(Cl)c4)c3=O)cc2)s1 | -2% | -20% | -7% | 1% | 3%[10 µM] | 9% | 2%
CSc1nsc(SCC(=O)NC2CCCCC2)n1 | -11% | -4% | 4% | -1% | 9% | 33%[activator][38.3 µM] | 11%
COc1cccc(NC(=O)COC(=O)c2c(-c3ccccc3)noc2C)c1 | 2% | 14% | 3% | -4% | -8% | -1%[38.3 µM] | -4%
COCCNc1oc(-c2ccc(Cl)cc2)nc1C#N | -24% | -11% | -19% | 7% | 4% | -12%[38.3 µM] | -3%
Cc1ccc(NC(=O)c2ccco2)c(NC(=O)C2CCCO2)c1 (configuration not stated) | 22% | 16% | -9% | 9% | -26% | 2% | 3%
O=C(c1ccccc1F)N1CCOCC1 | -2% | -11%[9.22 µM] | -2% | -13% | 13%[10 µM] | -4% | 6%
Cc1c(C(=O)O)cccc1-n1c(C)cc(C=O)c1C | -2% | 4% | -11% | 3% | 24%[10 µM] | 0% | 8%
CC1CCc2nc(NC(=O)C3CCCO3)sc2C1 (configuration not stated) | -1% | -10% | -3% | 3% | -34%[inhibitor] | 20%[38.3 µM] | 4%
COc1cc(C(=O)NC(=S)NCc2ccco2)cc(OC)c1OC | 0% | -22% | -2% | -13% | -6% | ? | 16%
Cc1onc(-c2ccccc2Cl)c1C(=O)NCC(=O)O | -2% | 1% | 4% | 4% | -20% | 4%[38.3 µM] | 5%
O=S(=O)(N/N=C/c1ccc(F)cc1)c1ccccc1 | -11% | 3% | -1% | 0% | 22% | 7% | 6%
Cc1cnn(CCC(=O)NNC(=S)Nc2cccc(Cl)c2)c1 | ? | 6% | -11% | -9% | -4% | -13%[38.3 µM] | 30%

The list is partial. The share of hits here may be higher or lower than overall.
